GAA inhib: inhibitors of human lysosomal alpha-glucosidase. P10253. purified human GAA, 4-MU-alpha-glucoside fluorescence. Potency, µM (titrated, usually from 76.9 µM), for the others: at the top dose activity change, negative = inhibition, usual class: inhibitors. 200,000 compounds, 0.005% hits. AID 1466;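 further: plate controls were uninhibited enzyme wells for no effect and no-enzyme background for full effect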
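Fluorogenic assay: 4 nM human alpha-glucosidase with 400 uM 4-methylumbelliferyl-alpha-D-pyranoside in 50 mM citrate/phosphate, 0.005% Tween-20, pH 5.0, 20 min at room temperature. Compounds tested up to 77 uM; AC50 from Hill fits.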
Tau FP inhib: inhibitors of human tau fibril formation | P10636 | K18 P301L tau heparin fibrillization, Alexa594 FP, 6 h | Potency, µM (series often up to 57.7 µM), without a hit: at the highest dose activity, negative = inhibition, usual class: inhibitors | 280,000 compounds, 0.39% hits; further: on the % scale 0 is the no-effect control and ±100 the full control effect; nearly all actives have a fitted effect of over 55% in size
Target sequence (P10636 561-689 P618L limits assumed): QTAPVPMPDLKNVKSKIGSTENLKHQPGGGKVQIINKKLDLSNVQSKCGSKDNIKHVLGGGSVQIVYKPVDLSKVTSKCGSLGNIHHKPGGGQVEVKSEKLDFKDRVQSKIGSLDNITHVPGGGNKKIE
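FP of Alexa 594-tau after heparin (20 uM) induction. Substrate: human K18 P301L, 15 uM unlabeled, 0.24 uM labeled. Buffer 100 mM sodium acetate pH 7. 6 hr, 37 C.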
GAA glycogen mod: inhibitors or activators of human alpha-glucosidase glycogen cleavage; P10253; recombinant GAA, glycogen substrate, Amplex Red glucose oxidase fluorescence; Potency, µM (series often up to 76.4 µM), inactives show at the highest dose activity change, negative = inhibition, usual class: inhibitors; 300,000 compounds, 0.38% hits; AID 2100;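 further: 0% = full enzyme reaction and -100% = no-enzyme basal signal; the screen sought inhibitors and activators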
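Recombinant human enzyme (4 nM); glycogen substrate; 37 C, 40 min, pH 5.0. Readout: coupled glucose oxidase/Amplex Red fluorescence.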
GAA spleen mod: lysosomal alpha-glucosidase (human) modulation; P10253; human spleen homogenate, 4-MU-alpha-glucoside fluorescence; Potency, µM (titrated, usually from 79.9 µM), without a hit: top-dose activity change, negative = inhibition, most hits filed as inhibitors; 240,000 compounds, 0.006% hits;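 further: 0% = enzyme with vehicle and -100% = no enzyme basal signal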
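Enzyme source: human spleen homogenate, 1 ug/well. Buffer 50 mM citric acid/K phosphate pH 5.0, 0.01% Tween-20. 4-MU-alpha-glucoside 1 mM; 37 C x 40 min; NaOH/glycine stop; fluorescence.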
Tau fluor cs: counter-screen for tau fibril formation inhibitors; Potency, µM (titrated, usually from 57.7 µM), inactives show at the highest dose activity change, negative = decrease; tau K18 P301L Alexa594 fluorescence, heparin fibrillization; 280,000 compounds, 0.93% hits; further: on the % scale 0 is the no-effect control and ±100 the full control effect; nearly all actives have a fitted effect of over 55% in size
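Human K18 P301L tau (15 uM unlabeled plus 0.24 uM Alexa 594-labeled, final) in 100 mM sodium acetate pH 7 was mixed with compound and 20 uM heparin and incubated 6 hr at 37 C.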
HTT ATP protect: protects HTT-Q103 PC12 cells, measured by ATP; PC12 HTT-Q103 induced, cytoprotection, ATP luminescence, 40 h; Potency, µM (titrated, usually from 56.4 µM), for inactives: cytoprotection (ATP increase), usual class: activators; 230,000 compounds, 0.14% hits;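 further: % of control where 0% means no effect; nearly all actives have a fitted effect of over 45% in size; toxic huntingtin expression switched on by the ecdysone agonist tebufenozide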
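Stable PC12 Q103-GFP cells in serum-supplemented, phenol red-free DMEM; induction by tebufenozide at 100 nM final; compound dose series; cell viability quantified luminescently from ATP.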
aGal spleen mod: inhibits or activates alpha-galactosidase in human spleen homogenate. P06280. human spleen homogenate, 4MU-alpha-Gal fluorescence, 40 min. Potency, µM (top dose mostly 80 µM), inactives show top-dose activity change, negative = inhibition, hits mostly inhibitors. 240,000 compounds, 0.008% hits;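 further: 0% = enzyme with vehicle and -100% = no enzyme basal signal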
Target sequence (P06280 32-429 limits assumed): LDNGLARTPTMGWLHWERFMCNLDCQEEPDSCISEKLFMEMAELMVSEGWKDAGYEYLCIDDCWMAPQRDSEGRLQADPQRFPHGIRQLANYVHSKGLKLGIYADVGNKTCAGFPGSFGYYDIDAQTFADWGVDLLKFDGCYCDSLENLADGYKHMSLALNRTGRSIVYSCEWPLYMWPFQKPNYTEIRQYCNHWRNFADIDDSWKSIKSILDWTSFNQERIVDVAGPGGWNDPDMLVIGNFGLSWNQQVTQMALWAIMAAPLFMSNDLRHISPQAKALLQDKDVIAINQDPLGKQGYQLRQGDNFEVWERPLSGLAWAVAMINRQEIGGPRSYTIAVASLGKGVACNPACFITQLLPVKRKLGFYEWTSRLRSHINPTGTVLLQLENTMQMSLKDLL
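Fluorogenic readout (Ex 365/Em 440 nm) of 4-methylumbelliferone released from 1 mM 4-MU-alpha-galactoside by spleen homogenate, 40 min at 37C, pH 5.0. Data normalized to no-enzyme and enzyme controls; Hill-equation AC50 from compound titrations.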
Tau ThT inhib: inhibitors of human tau fibril formation, thioflavin T binding; P10636; recombinant tau K18 P301L, heparin-induced fibrillization, ThT fluorescence; Potency, µM (titrated, usually from 57.4 µM), inactives show at the highest dose activity, negative = inhibition, actives largely listed as inhibitors; 270,000 compounds, 2.1% hits; AID 1460; further: on the % scale 0 is the no-effect control and ±100 the full control effect; nearly all actives have a fitted effect of over 55% in size
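ThT emission at 510 nm, taken 1 hr after adding 30 uM dye, quantifies aggregates formed when 20 uM heparin acts on human tau K18 P301L for 6 hr at 37 C.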
The depositor's hits bear a star; ? = inconclusive; . = no result given; [ ] = remark or other dose. The call rests on the fitted dose curve; in most records, active means well fitted curve in the direction sought with a large enough effect; inconclusive means small, poorly fitted or top-dose-only effect, or another doubt; inactive means no such curve, though single readings can be large; an effect the other way counts as inactive or inconclusive. Potency means the concentration at half of the fitted maximal effect.

SMILES	GAA inhib	Tau FP inhib	GAA glycogen mod	GAA spleen mod	Tau fluor cs	HTT ATP protect	aGal spleen mod	Tau ThT inhib
CCCCOC(=O)c1ccc(S(N)(=O)=O)o1	4.7%	7.6%	-5.7%	-19.8%	5.9%	15.9%[10 µM]	-8.8%	2.3%
Cc1ccc(Cl)cc1-n1c(=O)cc(N2CCN(C(=O)c3ccco3)CC2)[nH]c1=O	-1.1%	-4.8%	4.1%	-4.1%	-3.8%	14.2%[10 µM]	5.4%	?
Cc1ccccc1Cn1cnc2c(nnn2Cc2ccc(F)cc2)c1=O	-18.5%	3.4%	1.9%	-6.9%	3.2%	-4.0%[10 µM]	2.3%	7.9%
CCCC(c1nnnn1C(C)(C)CC)N(Cc1ccco1)Cc1cc2ccc(OC)cc2[nH]c1=O (stereo not drawn)	-2.6%	-7.6%	-11.3%	-7.4%	?	-8.0%	-6.5%	?
CCn1c(=O)c2cc(C(=O)N(CC(C)C)CC(C)C)sc2c2ccccc21	.	5.0%	9.4%[76.3 µM]	.	-14.4%	.	.	-17.6%
COc1ccc(-c2nc3nc(C)cc(Nc4cccc(C(F)(F)F)c4)n3n2)cc1	.	-4.9%	-2.2%[76.3 µM]	.	-0.5%	.	.	3.7%
CCN(/C=N/c1sc2c(c1C#N)CC(C)(C)NC2(C)C)CC	3.1%	-2.8%	4.7%	-21.0%	-4.1%	-2.0%	-1.1%	-2.7%
O=C(Nc1ccc2c(c1)OCCO2)C1CCN(C(=O)c2ccc([N+](=O)[O-])cc2)CC1	1.7%	4.6%	9.4%	-0.4%	14.4%	-36.4%[inhibitor]	-0.2%	8.8%
COc1nc(N)nc(NC23CC4CC(CC(C4)C2)C3)n1	?	4.1%	2.8%	1.3%	3.8%	-81.0%[inhibitor][10 µM]	0.0%	-2.9%
Cc1ccc(C)c(N2CCN(C(=O)C3CCCN(S(=O)(=O)c4cccc5nonc45)C3)CC2)c1 (stereo not drawn)	.	9.1%	-6.8%[76.3 µM]	.	?	.	.	-16.4%
CCNC(=O)c1sccc1-n1cccc1	-7.0%	0.5%	3.7%	-0.8%	-0.6%	13.9%	-1.3%	2.3%
CC1=NN(c2ccc(C(=O)OC(C)C)cc2)C(=O)/C1=C\C=C\c1ccco1	0.7%	-3.8%	-11.9%	-2.2%	-5.6%	-23.6%[10 µM]	-3.3%	3.3%

3 records drawn at random from the list so far:
SMILES	GAA inhib	Tau FP inhib	GAA glycogen mod	GAA spleen mod	Tau fluor cs	HTT ATP protect	aGal spleen mod	Tau ThT inhib
CCCC(c1nnnn1C(C)(C)CC)N(Cc1ccco1)Cc1cc2ccc(OC)cc2[nH]c1=O (stereo not drawn)	-2.6%	-7.6%	-11.3%	-7.4%	?	-8.0%	-6.5%	?
CC1=NN(c2ccc(C(=O)OC(C)C)cc2)C(=O)/C1=C\C=C\c1ccco1	0.7%	-3.8%	-11.9%	-2.2%	-5.6%	-23.6%[10 µM]	-3.3%	3.3%
COc1ccc(-c2nc3nc(C)cc(Nc4cccc(C(F)(F)F)c4)n3n2)cc1	.	-4.9%	-2.2%[76.3 µM]	.	-0.5%	.	.	3.7%

Some of these compounds in order of the GAA inhib value, ascending:
Structure	GAA inhib
Cc1ccccc1Cn1cnc2c(nnn2Cc2ccc(F)cc2)c1=O	-18.5%
Cc1ccc(Cl)cc1-n1c(=O)cc(N2CCN(C(=O)c3ccco3)CC2)[nH]c1=O	-1.1%
O=C(Nc1ccc2c(c1)OCCO2)C1CCN(C(=O)c2ccc([N+](=O)[O-])cc2)CC1	1.7%
CCN(/C=N/c1sc2c(c1C#N)CC(C)(C)NC2(C)C)CC	3.1%

Structural class: the entries above with a thiophene ring, fused or not.
SMILES	GAA inhib	Tau FP inhib	GAA glycogen mod	GAA spleen mod	Tau fluor cs	HTT ATP protect	aGal spleen mod	Tau ThT inhib
CCn1c(=O)c2cc(C(=O)N(CC(C)C)CC(C)C)sc2c2ccccc21	.	5.0%	9.4%[76.3 µM]	.	-14.4%	.	.	-17.6%
CCN(/C=N/c1sc2c(c1C#N)CC(C)(C)NC2(C)C)CC	3.1%	-2.8%	4.7%	-21.0%	-4.1%	-2.0%	-1.1%	-2.7%
CCNC(=O)c1sccc1-n1cccc1	-7.0%	0.5%	3.7%	-0.8%	-0.6%	13.9%	-1.3%	2.3%

Continued:
SMILES	GAA inhib	Tau FP inhib	GAA glycogen mod	GAA spleen mod	Tau fluor cs	HTT ATP protect	aGal spleen mod	Tau ThT inhib
O=C(CSc1nc2c(c(=O)[nH]1)CCC2)Nc1cc(C(F)(F)F)ccc1Cl	.	2.4%	7.4%[76.3 µM]	.	-13.8%	.	.	-12.5%
CN(C)CCCNC(=O)c1cc(Br)ccc1Cl	-0.7%	-2.3%	6.6%	-8.0%	-2.5%	14.6%	-1.3%	-4.5%
Cc1cc(S(=O)(=O)N2CCCC(C(=O)Nc3ccc(C(=O)O)cc3)C2)ccc1Cl (stereo not drawn)	?	8.1%	-9.9%	2.2%	11.2%	.	1.1%	0.8%
COC(=O)c1ccccc1NC(=O)c1sc(N)nc1C	0.5%	4.7%	?	8.3%	-4.6%	-109.6%[inhibitor][0.074 µM]	5.0%	-15.4%
CCS(=O)(=O)Nc1ccc(C(=O)OC)cc1	-3.2%	-3.2%	-1.0%	-3.1%	-2.4%	1.4%	-2.8%	-0.7%
COc1ccc(NC(=O)CCN2CCCCCC2)cc1	-3.2%	-11.1%	-8.1%	-24.3%	-14.2%	22.6%[10 µM]	6.0%	?
Cc1nn(-c2ccccc2)c(C)c1C(=O)OCC(=O)N1CCN(S(=O)(=O)c2ccccc2)CC1	?	1.2%	-5.6%	3.1%	-5.1%	-44.0%[inhibitor]	9.0%	-7.0%
Cc1ncc(CO)c(/C=N/NC(=O)c2ccc(Br)cc2)c1O	-13.2%	5.6%	-1.7%	-13.3%	-3.4%	39.7%[10 µM]	-1.4%	-9.2%
COc1ccc2c(c1)C(NC(C)=O)C(=O)N2C (stereo not drawn)	7.5%	-4.8%	5.3%	2.0%	-1.1%	5.5%[0.074 µM]	5.2%	-2.7%
COC(=O)Cn1c(CN2CCC(Cc3ccccc3)CC2)nc2c1c(=O)n(C)c(=O)n2C	?	3.0%	0.0%	3.3%	-1.8%	7.7%[0.074 µM]	2.8%	5.3%
CCOC(=O)C(c1ccccc1)C(Nc1ccc(Cl)c(Cl)c1)c1ccccn1 (stereo not drawn)	0.7%	9.9%	16.6%	8.0%	16.7%	-2.4%[10 µM]	11.6%	17.0%
CC(=O)N1CCc2c(sc3c2c(=O)n(CCc2ccccc2)c(=O)n3Cc2ccc(Cl)cc2)C1	.	8.3%	-9.2%[76.3 µM]	.	-16.3%	.	.	?
CC(=O)Nc1ccc(NC(=O)N2CCCCC2)cc1	-9.8%	-1.6%	5.3%	-6.4%	-5.2%	-13.6%[10 µM]	1.8%	-10.8%
Cc1ccc(-c2cn3c(n2)sc2cc(C(=O)NCCCN4CCCCCC4)ccc23)cc1	.	?	-10.8%[76.3 µM]	.	6.1%	.	.	-4.5%
CCCc1[nH]nc2c1C(C1CCCCC1)C(C#N)=C(N)O2 (stereo not drawn)	2.0%	1.8%	-2.5%	-15.3%	-10.7%	4.6%[10 µM]	0.4%	-5.2%
O=C(Nc1ccc(Cl)c(C(F)(F)F)c1)N1CCCC(O)C1 (stereo not drawn)	1.4%	?	6.1%	-4.5%	-11.0%	-4.9%[1.9 µM]	-7.7%	-0.9%
O=C(CSc1cn(CC(=O)N2CCOCC2)c2ccccc12)Nc1ccccc1C(F)(F)F	.	-0.9%	-2.8%[76.3 µM]	.	-9.5%	.	.	1.3%
CC(C)Sc1nc(SCC(=O)O)c2c3c(sc2n1)COC(C)(C)C3	.	-1.6%	-0.3%	2.0%	6.8%	-28.5%[10 µM]	8.3%	1.4%
COc1ccccc1N1CC(C)(C)C(=O)N(C(=O)c2ccc(Cl)cc2)C1=S	.	0.0%	-6.7%	1.4%	-22.7%	-8.6%[10 µM]	8.9%	?
CCc1ccc(NC(=O)C2CCN(S(=O)(=O)c3c(C)noc3/C=C/c3cccs3)CC2)cc1	.	-16.7%	12.8%[76.3 µM]	.	?	.	.	5.4%
Cc1cccc(N(CC(N)=O)C2SC(=O)N(c3ccccc3)C2=O)c1 (stereo not drawn)	0.3%	-8.9%	-11.7%	-2.7%	-16.2%	15.9%[10 µM]	-0.4%	-29.5%
CCOCCCNC(=O)NC(=O)CN1CCN(S(=O)(=O)c2ccc3c(c2)OCCO3)CC1	4.0%	-11.0%	-1.9%	-8.9%	-2.3%	-14.8%	-5.1%	1.2%
O=C(NC(=S)N1CCCCC1)c1csc([N+](=O)[O-])c1	.	-1.2%	?	-5.7%	6.1%	14.6%[10 µM]	-3.1%	6.4%
COc1ccc(OC)c(/C=C/C(=O)OCC(=O)Nc2ccc3c(c2)OCCO3)c1	?	-15.8%	1.9%	-5.3%	-15.8%	6.3%[10 µM]	1.7%	-3.4%
Cc1cc(C)nc(N2CCCC(C(=O)NCCc3ccccc3F)C2)n1 (stereo not drawn)	11.2%	-5.0%	2.7%	4.8%	-4.6%	-6.1%	7.9%	4.9%
O=C(O)CC(NC(=O)C1CCCCC1)c1ccc(OC2CCCC2)cc1 (stereo not drawn)	-4.4%	7.3%	9.3%	5.0%	9.7%	-13.6%	4.2%	2.8%
Cc1ccc(NC(=O)N2CCCC(c3nc(-c4ccc(F)cc4)no3)C2)cc1 (stereo not drawn)	.	-2.0%	2.7%	1.7%	?	11.1%[10 µM]	1.4%	-17.2%
O=C(CCn1c(=O)c2sccc2n(Cc2cccc(F)c2)c1=O)NCc1ccc2c(c1)OCO2	.	-6.8%	-4.0%[76.3 µM]	.	-3.8%	.	.	5.0%

Screens from PubChem BioAssay.

Hits appear at their usual frequency, and some 3.3% of all compounds hit somewhere here.
